RBX1-CUL1 inh – inhibitors of human ROC1-CUL1 ubiquitin ligase activity; E3 ubiquitin-protein ligase RBX1 (Homo sapiens) + Cullin-1 (Homo sapiens), P62877+Q13616; in vitro K48 di-Ub FRET, acceptor:donor ratio, 45 min; inhibition, % at 10 µM; hit rate 0.6% among 140,000; in the data active means inhibition above about 25%
Target sequence (P62877 whole entry, looked up): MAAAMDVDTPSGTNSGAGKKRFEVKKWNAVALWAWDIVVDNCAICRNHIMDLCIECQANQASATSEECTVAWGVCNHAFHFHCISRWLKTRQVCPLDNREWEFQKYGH
Target sequence (Q13616 whole entry, looked up): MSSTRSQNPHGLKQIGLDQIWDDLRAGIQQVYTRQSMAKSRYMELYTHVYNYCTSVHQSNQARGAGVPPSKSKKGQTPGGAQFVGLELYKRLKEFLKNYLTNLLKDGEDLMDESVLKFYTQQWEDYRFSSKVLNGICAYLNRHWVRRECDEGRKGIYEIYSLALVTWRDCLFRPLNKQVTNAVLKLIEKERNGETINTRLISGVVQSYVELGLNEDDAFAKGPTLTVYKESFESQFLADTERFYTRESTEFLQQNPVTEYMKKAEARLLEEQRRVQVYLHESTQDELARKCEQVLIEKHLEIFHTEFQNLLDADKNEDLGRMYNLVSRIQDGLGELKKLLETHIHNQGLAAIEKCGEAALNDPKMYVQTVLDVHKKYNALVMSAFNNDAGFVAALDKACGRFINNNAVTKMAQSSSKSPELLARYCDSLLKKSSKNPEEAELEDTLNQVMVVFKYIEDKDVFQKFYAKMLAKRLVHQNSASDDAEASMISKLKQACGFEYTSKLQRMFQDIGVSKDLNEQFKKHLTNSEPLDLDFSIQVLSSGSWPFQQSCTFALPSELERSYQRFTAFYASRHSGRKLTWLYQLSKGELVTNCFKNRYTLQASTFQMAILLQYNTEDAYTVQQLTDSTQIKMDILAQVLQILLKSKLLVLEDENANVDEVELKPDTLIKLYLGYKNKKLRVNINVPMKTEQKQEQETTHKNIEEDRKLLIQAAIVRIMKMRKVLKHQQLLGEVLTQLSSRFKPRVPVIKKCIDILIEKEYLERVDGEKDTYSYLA
* = called active by the depositor; & = joins results of further samples.

Structure | RBX1-CUL1 inh
O=c1ccc(Cl)cn1C/C=C/c1ccccc1 | 4
Cc1ccc2c(c1)C(=O)C(Cl)(Cl)C(=O)N2 | -1
COc1ccc(S(=O)(=O)N(CC(=O)N2CCN(Cc3ccc4c(c3)OCO4)CC2)C2CCCCC2)cc1OC | -9
COc1cccc(OCC(O)CN2CCCC2)c1 (configuration not stated) | 4
CC1=CC(C)(C)N(C(=O)CSc2nccn2C)c2ccc(C)cc21 | 2
COc1cc(C(c2c(-c3ccccc3)[nH]n(C)c2=O)C2C(=O)N(C)N=C2c2ccccc2)c(Br)cc1O (configuration not stated) | 1
FC(F)(F)c1ccc(N2CCN(c3ccccc3)CC2)nc1 | 2
Cc1cc2nnc(SCC(=O)NCc3ccco3)n2c2ccccc12 | -4
N#CC1C(=N)C(C#N)(C#N)C2=CCNCC2C1c1cc(Br)ccc1F (configuration not stated) | 3
CCOc1ccc(-n2c(SCC(=O)Nc3ccc4c(c3)OCCO4)nc3c([nH]c4ccccc43)c2=O)cc1 | -12
CCC(C(=O)Nc1cccc(O)c1)c1ccccc1 (configuration not stated) | 2
O=C(O)Cc1nsc2ccc(Cl)cc12 | 0
O=C(Oc1ccc(S(=O)(=O)O)cc1C(=O)O)c1ccc(=O)oc1 | 5
CCCCNC(=O)NNC(=O)c1ccco1 | 12
CC12CCC(C(=O)NCc3ccccc3Cl)(CC1=O)C2(C)C (configuration not stated) | -5
Clc1cccc(OCCCN2CCCC2)c1Cl | 6
CCOC(=O)C1(Cc2cccc(OC)c2)CCCN(Cc2cnc(C)s2)C1 (configuration not stated) | -1
CCOc1ccc(NC(=O)C(=O)NCCc2csc(-c3ccc(F)cc3)n2)cc1 | -8
O=C(Nc1ccc(C(=O)N2CCN(c3cccc(Cl)c3)CC2)cc1)c1nsc2ccccc12 | 5
CC(C)NS(=O)(=O)Nc1ncccn1 | -7

Carrying on.
Structure | RBX1-CUL1 inh
Cc1cccc(CSc2nc3cccnc3n2Cc2ccc(C(=O)NCc3cccs3)cc2)c1 | 1
COc1ccc(CCNC(=O)c2ccc3c(c2)c(C)c(C)n3Cc2ccc(F)cc2)c(OC)c1OC | -3
FC(F)(F)CCCN1CCc2onc(-c3ccccc3)c2C1 | -12
COc1ccc(N2CCN(C(=O)c3cn(C)c4ccc(S(=O)(=O)N(C)C5CCCCC5)cc4c3=O)CC2)cc1 | 5
Cc1cc(C)cc(Oc2ccc(N)cc2)c1 | -8
COc1ccc(-c2cc(C(=O)Oc3ccc(Cl)cc3)c3ccccc3n2)cc1 | 2
CCc1cc(C(=O)NNC(=S)NCC(C)C)cs1 | -4
COC(=O)c1c(-c2cccs2)csc1NC(=O)c1ccc(C(C)C)cc1 | 1
COc1ccccc1-n1cc(-c2nc(-c3c(C)ncc4c3CCNC4)no2)cn1 | 1
CCN(CC)CCn1c(=N)n(CC(O)COc2ccccc2C)c2ccccc21 (configuration not stated) | -3
CC1=CC2=NC(=O)C(C(=O)NC(C)c3ccccc3)C(=O)N2C=C1 (configuration not stated) | -9
c1ccc2oc(SCCCCCCSc3nc4ccccc4o3)nc2c1 | -5
CCc1[nH]c2c(CNC(=O)Cc3ccccn3)cc(F)cc2c1C | -10
CC1(C(=O)N2CCC(Cn3cc(CN4CC[C@H](O)C4)nn3)CC2)CCCCC1 | 4
Cc1ccc(NC(=O)C2CCCO2)c([N+](=O)[O-])c1 (configuration not stated) | -2
COCCNC(=O)C(=O)NCC(c1cccnc1)N1CCN(c2ccccc2)CC1 (configuration not stated) | 7
CCN1CCC(NC(=O)Cc2ccc(Br)cc2)CC1 | -1
Cc1cc(C)n2nc([O-])[n+](C)c2n1 | -3
O=C(COc1ccc(Cl)cc1Cl)Nc1ccc(C(=O)OC2CCCCC2)cc1 | -3
O=S(=O)(c1ccc(Cl)s1)N(c1ccccc1F)S(=O)(=O)c1ccc(Cl)s1 | 3

Reformatted as labelled records: entries from further up
mol: CC(C)NS(=O)(=O)Nc1ncccn1
  RBX1-CUL1 inh = -7
mol: Cc1cccc(CSc2nc3cccnc3n2Cc2ccc(C(=O)NCc3cccs3)cc2)c1
  RBX1-CUL1 inh = 1
mol: COc1ccc(CCNC(=O)c2ccc3c(c2)c(C)c(C)n3Cc2ccc(F)cc2)c(OC)c1OC
  RBX1-CUL1 inh = -3

Additional results follow:
Structure | RBX1-CUL1 inh
O=C1/C(=C/c2ccccc2)NC(=NC2CCCCC2)N1c1cccc(Cl)c1 | -1
O=C(N=Nc1c(O)[nH]c2ccccc12)C1CC2CCC1C2 (configuration not stated) | 6
CCn1cc(C2Nc3ccccc3C(=O)N2O)c(C)n1 (configuration not stated) | 2
O=C1NN(c2ccc(Cl)cc2)C(=O)/C1=C/c1cc(Br)cc([N+](=O)[O-])c1O | 85*
Cc1ccc2nc(-c3ccc(NC(=O)C4(O)c5ccccc5-c5ccccc54)cc3)sc2c1 | 3
Cc1cc(=O)oc2cc(OC(=O)C3CCC3)ccc12 | -11
Cc1ccc(OCc2cc(=O)[nH]c(-c3cccc(CN4CCNCC4)c3)n2)cc1 | 5
COc1cccc(N2CCN(CC(=O)Nc3nc4c(s3)CC(C)CC4)CC2)c1 (configuration not stated) | 5
COC(=O)CCC(=O)Nc1ccc([N+](=O)[O-])cc1C | -3
O=C(CN1CCCCCC1)Nc1c2c(nc3ccccc13)N(Cc1ccccc1)CC2 | -1
CC(=O)Nc1cccc(-c2nc(-c3ccccc3)no2)c1 | -1
COc1ccc(NC(=O)c2oc3ccccc3c2NC(=O)Cc2coc3c(C)c(C)ccc23)cc1 | 3
Cc1csc(NC(=O)CS(=O)(=O)Cc2ccccc2)n1 | -5
Cc1cccc(OC(=O)c2ccc(-c3ccccc3Cl)o2)c1 | 2
Cc1cccc(Cn2c(=O)n(CC3CCC(C(=O)N4CCC(C)CC4)CC3)c(=O)c3sccc32)c1 (configuration not stated) | -2
Cc1ccc(N(C)S(=O)(=O)c2ccc(-c3coc(C)n3)cc2)cc1 | -14
CCc1ccc(N2NC(=O)/C(=C/c3ccc(-c4ccccc4F)o3)C2=O)cc1 | -1
CC1CCC(C(C)C)c2nn(C(=O)C3CC4C=CC3C4)c(-c3ccccc3)c21 (configuration not stated) | -7
Cc1ccc(/C=C/c2onc(C)c2S(=O)(=O)N2CCC(C(=O)N3CCN(c4cccc(C)c4)C(C)C3)CC2)cc1 (configuration not stated) | -2
COc1cccc(CNC(=O)c2sc3nc4n(c(=O)c3c2C)CCC4)c1 | -7

Pulled by structure from above:
Structure | RBX1-CUL1 inh
O=C(CN1CCCCCC1)Nc1c2c(nc3ccccc13)N(Cc1ccccc1)CC2 | -1
Cc1ccc2nc(-c3ccc(NC(=O)C4(O)c5ccccc5-c5ccccc54)cc3)sc2c1 | 3

Going on with the list:
Structure | RBX1-CUL1 inh
OCCN1CCN(Cc2cccc(OCC(O)CN3CCOCC3)c2)CC1 (configuration not stated) | 0
Cc1ccccc1Cn1c(=O)n(CCc2ccccc2)c(=O)c2sc3ccccc3c21 | -6
COc1ccc(C(=O)On2c(-c3ccccc3)cc3ccccc32)cc1OC | 7
CCOC(=O)c1ccc(NC(=O)C2CCCN(c3ncnc4onc(C)c34)C2)cc1 (configuration not stated) | 6
Cc1cccc(S(=O)(=O)c2cn(Cc3ccccc3)c3cc(N4CCCC(C)C4)c(F)cc3c2=O)c1 (configuration not stated) | -12
N#Cc1[nH]c2sc3c(c2c1N)CCCC3 | -5
COc1ccc2cc(C(=O)Nc3ccc(Cl)cc3)sc(=O)c2c1OC | 2
CC(c1ccc2c(c1)OCCO2)N(C)C(=O)c1cn(CCc2ccccc2)nn1 (configuration not stated) | 5
O=C(C1CCC1)N1CCCC(CCc2ccccc2F)C1 (configuration not stated) | 2
CCOC(=O)C1(Cc2ccccc2F)CCCN(Cc2cccc(C)n2)C1 (configuration not stated) | -2
Cc1ccc2c(c1)-c1ncc(C(=O)c3ccccc3O)cc1CO2 | -6
O=C(NCC1CCCN(Cc2ccc3nonc3c2)C1)c1n[nH]c2ccccc12 (configuration not stated) | 3
CN[C@H](C#N)[C@H](O)c1ccccc1 | 0
COc1cc(C(=O)N2CCN(C(=O)COc3cccc(C)c3)CC2)cc(OC)c1OC | 7
COc1ccc(C2(CNC(=O)C(=O)Nc3ccc(F)cc3)CCCC2)cc1OC | -4
Cc1ccc2c(c1)c1c(c(=O)n(-c3ccccc3)c(=O)n1CC(=O)c1ccc(Cl)cc1)n2C | 6
O=C(O)Cn1c(SCc2ccccc2)nc2ccccc21 | 1
Cc1c(CNCCCc2ccccc2)c(C(=O)O)c(C)n1Cc1ccc(Cl)cc1 | -2
CC(C)CC(=O)Nc1ccc2nc(SCC(=O)N3CCc4ccccc43)sc2c1 | -1
COc1ccc(/C(C)=N/Nc2nn[nH]n2)c(OC)c1 | 11

6 compounds from above, ordered by count of non-hydrogen atoms, ascending:
Structure | RBX1-CUL1 inh
N#Cc1[nH]c2sc3c(c2c1N)CCCC3 | -5
CCOC(=O)C1(Cc2ccccc2F)CCCN(Cc2cccc(C)n2)C1 (configuration not stated) | -2
COc1ccc(C(=O)On2c(-c3ccccc3)cc3ccccc32)cc1OC | 7
CC(c1ccc2c(c1)OCCO2)N(C)C(=O)c1cn(CCc2ccccc2)nn1 (configuration not stated) | 5
CCOC(=O)c1ccc(NC(=O)C2CCCN(c3ncnc4onc(C)c34)C2)cc1 (configuration not stated) | 6
Cc1ccccc1Cn1c(=O)n(CCc2ccccc2)c(=O)c2sc3ccccc3c21 | -6

Returning to the listing with the 3 entries that preceded the break.
Structure | RBX1-CUL1 inh
Cc1c(CNCCCc2ccccc2)c(C(=O)O)c(C)n1Cc1ccc(Cl)cc1 | -2
CC(C)CC(=O)Nc1ccc2nc(SCC(=O)N3CCc4ccccc43)sc2c1 | -1
COc1ccc(/C(C)=N/Nc2nn[nH]n2)c(OC)c1 | 11
CCOc1ccc(N(C(=O)c2ccc(C)cc2)S(=O)(=O)c2ccc3c(c2)n(C)c(=O)n3C)cc1 | -10
CCC1CN(Cc2ccc(C#CC(C)(C)O)cc2)Cc2cc(OC)ccc2O1 (configuration not stated) | 10
CCCn1nnnc1NCc1ccc(SC)cc1 | -11
O=C(Nc1ccc2c(c1)CN(C(=O)c1cc[n+]([O-])cc1)CC2)C1CCCO1 (configuration not stated) | 6
O=C(O)c1ccccc1NS(=O)(=O)c1cccc2cccnc12 | 3
Cc1ccccc1Oc1ncccc1CNCc1cnn(C)c1 | -8
Cc1cccc(C(=O)Nc2ccc(C(=O)NNC(=O)COc3ccc(C)cc3Br)cc2)c1 | -3
Cc1ccc2c(c1)C=CC(C)(C)S2(=O)=O | -6
Cc1ccc(S(=O)(=O)N2CCCC(CNC(=O)c3ccco3)C2)s1 (configuration not stated) | 0
COc1ccc(C(=O)NC(=S)Nc2ccc(F)cc2)cc1[N+](=O)[O-] | 2
CCN1CCC(NC(=O)C(C)Oc2ccc(Br)cc2)CC1 (configuration not stated) | 1
Cc1cccc(C(=O)Nc2ccccc2OCc2cc(=O)n3cc(C)ccc3n2)c1 | 6
CC1CC(C)CN(C(=O)C2CCN(C(=O)c3ccccc3)CC2)C1 (configuration not stated) | 6
COc1ccc(-n2cc(Cl)nc(Oc3ccc4ccc(=O)oc4c3)c2=O)cc1 | 2
CC(=O)N1CCN(CCN=CC2C(=O)CC(c3ccc(Cl)cc3)CC2=O)CC1 (configuration not stated) | -6
CC(C)OC(=O)CN1C(=O)S/C(=C/c2cccn2C)C1=O | -7
COc1cc(N)ccc1NC(=O)c1cccs1 | 10
CCOC(=O)c1[nH]c2c(c1Cc1ccccc1)C(=O)CC(c1ccccc1)C2 (configuration not stated) | -6
CCOC(=O)c1[nH]ncc1[C@@H]1C[C@H]2CN(c3cccc(OC)c3)C(=O)[C@]23CCCN13 | -4
CCOc1cccc(C(=O)N2CCCCCCC2)c1 | 2

(more compounds)
Structure | RBX1-CUL1 inh
CC(=O)N1Cc2cc(C)ccc2N(C)Cc2cc(C)ccc21 | 2
N=C1S/C(=C\c2cn[nH]c2-c2ccc(Cl)cc2)C(=O)N1c1nonc1N | 20
N#CCc1nn(CCO)c(N)c1C#N | -3
O=C(NCC(c1cccnc1)N1CCN(c2ccccc2F)CC1)C(=O)Nc1ccc(F)cc1F (configuration not stated) | 3
Cn1c(=O)[nH]c(=O)c2c1ncn2Cc1ccccc1F | 9
Cc1cccc(CNC(=O)C2CCN(c3nc4ccc(Cl)cc4[nH]3)CC2)c1 | -8
CCc1csc(CNC(=O)c2ccc(N(C)Cc3cnn(C)c3)nc2)n1 | 10
CCn1c(C)cn2c3c(=O)n(Cc4cccc(C)c4)c(=O)n(C)c3nc12 | 5
CC1(C)COC(c2ccccc2)(c2ccccc2)C1 | 1
Cc1ccc(C)c(Cn2c(=O)n(Cc3ccco3)c(=O)c3oc4ccccc4c32)c1 | -6
COc1ccc(N/N=C(\C#N)C(=O)c2ccc(C)cc2)cc1 | -11
CCOc1ccc(CCNC(=O)CCCn2nc(C)c3sc4ccccc4c3c2=O)cc1 | -8
COCC(=O)Nc1nc2ccc(C)cc2s1 | 1
[O-][n+]1cccc2ncc3cscc3c21 | -1
Cc1cc(Br)ccc1NC(=O)C1CCN(S(=O)(=O)c2cccc3nsnc23)CC1 | -7
Cc1nnc(N2CCC(C(=O)NCc3ccc(N(C)C)cc3)CC2)c2nn(-c3ccccc3)c(C)c12 | 2
COc1ccc(S(=O)(=O)N(CC(=O)N2CCCCC2)c2ccc(Cl)cc2)cc1 | -6
CCOC(=O)c1cnc(N2CCc3ccccc32)[nH]c1=O | 11
O=C(N/N=C/c1ccccc1[N+](=O)[O-])c1ccc(O)c(O)c1 | -9
COC(=O)c1c(OCCCc2ccccc2)cc(=O)n2c1CCN(C(=O)c1snnc1C)CC2 | -7

The list goes on:
Structure | RBX1-CUL1 inh
C[C@H]1CCC[C@@]2(C)CCC(=O)C=C12 | 4
CC1=NC(=O)CC(c2cccc(F)c2F)C1C(=O)OCc1ccc(C)cc1 (configuration not stated) | 10
N#C/C(=C\c1ccccc1)c1nc(-c2ccc(Cl)cc2)cs1 | 1
Cc1ccc(-n2c(=O)[nH]c3sc4c(c3c2=O)CCCC4)cc1 | 4&-9
COC(=O)c1ccccc1NC(=O)c1cc(-c2ccc(Cl)cc2)on1 | 4

A portion of the library (hit frequency here may not be typical).
